Screens: PubChem BioAssay, National Center for Advancing Translational Sciences (NCATS)
IDH1 R132H inh: qHTS for Inhibitors of mutant isocitrate dehydrogenase 1 (IDH1): qHTS | Potency, µM (titrated, usually from 76.6 µM), for the others: top-dose activity change, negative = inhibition, hits mostly inhibitors | actives 0.093% (n = 390,000) | IDH1-R132H enzyme, NADPH consumption, diaphorase/resazurin fluorescence | Isocitrate dehydrogenase [NADP] cytoplasmic (Homo sapiens), O75874; note: potency is the fitted concentration of half-maximal effect; % is set by controls: 0 for no effect and ±100 for the full control effect; nearly all actives have a fitted effect of over 65% in size
Target sequence (O75874 whole entry R132H, stated change not applied): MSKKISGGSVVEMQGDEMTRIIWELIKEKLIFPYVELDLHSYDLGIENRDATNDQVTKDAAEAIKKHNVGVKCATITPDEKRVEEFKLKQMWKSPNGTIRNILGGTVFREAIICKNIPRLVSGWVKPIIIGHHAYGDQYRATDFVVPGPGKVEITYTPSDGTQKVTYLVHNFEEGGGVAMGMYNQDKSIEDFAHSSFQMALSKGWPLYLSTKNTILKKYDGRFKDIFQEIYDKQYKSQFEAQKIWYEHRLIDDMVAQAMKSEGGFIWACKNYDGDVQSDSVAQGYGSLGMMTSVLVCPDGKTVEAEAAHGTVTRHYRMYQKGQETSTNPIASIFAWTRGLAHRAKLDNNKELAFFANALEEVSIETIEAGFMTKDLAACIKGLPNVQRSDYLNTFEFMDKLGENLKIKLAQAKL
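IDH1-R132H (0.5 ug/mL) preincubated 30 min with compound, then NADPH (0.016 mM) and alpha-KG (2 mM) added; 80 min at RT, pH 7.5. Remaining NADPH coupled via diaphorase/resazurin to fluorescence (540/590 nm); concentration-response curves normalized to no-enzyme control.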
Pin1 inh: qHTS Assay to Find Inhibitors of Pin1; Peptidyl-prolyl cis-trans isomerase NIMA-interacting 1 (Homo sapiens), Q13526; Pin1 FP peptide displacement, HiFluor488, 10 min; Potency, µM (highest dose often 115 µM), for inactives: at the highest dose activity, negative = inhibition, hits mostly inhibitors; actives 0.009% (n = 390,000); AID 504891, 2011; active = well fitted inhibition curve with a large enough effect in the polarisation, with a control signal flat, not every such curve was filed as active; inconclusive = small, poorly fitted or top-dose-only effect, or effect the other way, or a change in a side signal; inactive = no such curve, though single readings can be large or run the other way; the % refers to the polarisation; note: potency is the fitted concentration of half-maximal effect; % is set by controls: 0 for no effect and ±100 for the full control effect
Target sequence (Q13526 whole entry, looked up): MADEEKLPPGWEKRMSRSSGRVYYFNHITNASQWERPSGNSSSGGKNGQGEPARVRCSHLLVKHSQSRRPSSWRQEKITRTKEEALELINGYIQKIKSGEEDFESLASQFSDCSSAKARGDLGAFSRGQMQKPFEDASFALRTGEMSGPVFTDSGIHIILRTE
HP1b binding inh: HTS for Inhibitors of HP1-beta Chromodomain Interactions with Methylated Histone Tails; Chromobox protein homolog 1 (Homo sapiens), P83916; AID 540317, 2011; actives 0.56% (n = 390,000); Potency, µM (series often up to 114 µM), inactives show at the top dose activity change, negative = inhibition, most hits filed as inhibitors; AlphaScreen HP1-beta / biotin-H3K9me3 peptide binding; note: potency is the fitted concentration of half-maximal effect; nearly all actives have a fitted effect of over 70% in size; inactives centre near 23
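AlphaScreen: HP1-beta (50 nM) preformed 30 min with biotin-H3(1-18)K9me3 peptide (50 nM) in PBS pH 7.4, 0.01% Tween-20. Compound added for 30 min at RT, then streptavidin donor/nickel chelate acceptor beads (10 ug/mL) for 30 min.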
PGK inhibitor: qHTS Assay to Find Inhibitors of Phosphoglycerate Kinase; PGK/GAPDH coupled, Kinase-Glo luminescence, 60 min; Potency, µM (series often up to 57.5 µM), without a hit: at the top dose activity change, negative = inhibition, hits mostly inhibitors; actives 0.043% (n = 380,000); AID 602233, 2012; note: potency is the fitted concentration of half-maximal effect; % is set by controls: 0 for no effect and ±100 for the full control effect; nearly all actives have a fitted effect of over 60% in size
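Recombinant glycosomal PGK reaction used 1,3-bisphosphoglycerate generated in-well by GAPDH (100nM final) in 100mM TEA pH 7.6, 5mM MgCl2, 0.01% Tween-20. After 60 minutes at room temperature, ATP was read by Kinase-Glo Plus luminescence end-point.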
TrxR1 inh: qHTS Assay for Inhibitors of Mammalian Selenoprotein Thioredoxin Reductase 1 (TrxR1): qHTS | recombinant rTrxR1, NADPH fluorescence consumption, selenite substrate | Potency, µM (titrated, usually from 114 µM), for the others: at the highest dose activity change, negative = inhibition, hits mostly inhibitors | actives 1% (n = 390,000) | AID 588453, 2011; note: potency is the fitted concentration of half-maximal effect; % is set by controls: 0 for no effect and ±100 for the full control effect; nearly all actives have a fitted effect of over 65% in size
Target sequence (O89049 whole entry, looked up): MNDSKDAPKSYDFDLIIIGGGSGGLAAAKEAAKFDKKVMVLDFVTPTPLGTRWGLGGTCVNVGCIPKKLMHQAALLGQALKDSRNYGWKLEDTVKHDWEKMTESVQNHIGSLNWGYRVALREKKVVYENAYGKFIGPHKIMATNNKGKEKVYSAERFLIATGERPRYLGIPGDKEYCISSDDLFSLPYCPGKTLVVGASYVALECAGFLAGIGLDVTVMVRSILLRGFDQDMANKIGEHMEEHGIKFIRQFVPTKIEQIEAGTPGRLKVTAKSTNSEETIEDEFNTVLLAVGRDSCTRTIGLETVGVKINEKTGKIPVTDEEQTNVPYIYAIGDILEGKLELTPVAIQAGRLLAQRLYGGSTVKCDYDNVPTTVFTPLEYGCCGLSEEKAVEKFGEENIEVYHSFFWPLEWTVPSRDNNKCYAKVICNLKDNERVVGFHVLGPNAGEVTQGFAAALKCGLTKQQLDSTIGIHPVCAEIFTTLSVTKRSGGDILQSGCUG
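Rat TrxR1 (90 nM in the dispensed reagent) was pre-reduced with 400 uM NADPH for 5 min at room temperature, then incubated with compound for 15 min. After 400 uM selenite was added, NADPH fluorescence (Ex 340/Em 450 nm) was followed for 8 min.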
PI4K2A inh: qHTS for small molecular inhibitors of PI4K2A; Phosphatidylinositol 4-kinase type 2-alpha (Homo sapiens), Q9BTU6; purified PI4K2A, ADP-Glo luminescence, 1 h; active compounds read low; activity change, negative = inhibition, % at 76.9 µM; actives 0.13% (n = 420,000); AID 1346378, 2018; in the data active = activity change below about -50%; inconclusive = mostly about -30% to -49%;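 note: -100% = wells without enzyme as full effect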
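ADP-Glo luminescence measured ADP generated by PI4K2A enzyme (4 ug/mL before mixing) with 1.2 mM PI substrate (pre-mix) and 300 microM ATP (pre-mix). Tris pH7.5 buffer with MgCl2, Triton X-100; 1 h reaction at ambient temperature.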
TrxR1 substrate: qHTS Assay for Substrates of Mammalian Selenoprotein Thioredoxin Reductase 1 (TrxR1): qHTS; Thioredoxin reductase 1, cytoplasmic (Rattus norvegicus), O89049; purified TrxR1 substrate turnover, NADPH consumption readout; Potency, µM (highest dose often 114 µM), without a hit: top-dose activity change, negative = substrate turnover; actives 0.01% (n = 390,000); AID 588456, 2011; note: potency is the fitted concentration of half-maximal effect; % is set by controls: 0 for no effect and ±100 for the full control effect; nearly all actives have a fitted effect of over 50% in size
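Rat TrxR1, dispensed at 90 nM, was prereduced with 400 uM NADPH (final) for 5 min at ~22 deg C, then incubated with compound 15 min before 400 uM selenite. A first-read NADPH fluorescence drop versus no-compound background flagged substrates.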
USP1-UAF1 inh: Inhibitors of USP1/UAF1: Primary Screen; Ubiquitin carboxyl-terminal hydrolase 1 (Homo sapiens), O94782; recombinant USP1/UAF1, Ub-Rhodamine cleavage fluorescence; Potency, µM (highest dose often 57.1 µM), inactives show top-dose activity change, negative = inhibition, usual class: inhibitors; actives 0.23% (n = 390,000); AID 743255, 2014; note: potency is the fitted concentration of half-maximal effect; % is set by controls: 0 for no effect and ±100 for the full control effect; nearly all actives have a fitted effect of over 60% in size; inactives centre near -12
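In this screen, compounds sit with the deubiquitinase complex (1nM) for 15 min at room temperature before Ub-Rho is added at 150nM final. Fluorescence rise is then followed for 6 reads every 60 seconds.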
GLS inh: qHTS for Inhibitors of Glutaminase (GLS); Glutaminase kidney isoform, mitochondrial (Homo sapiens), O94925; GLS enzymatic activity, qHTS titration; Potency, µM (top dose mostly 45.5 µM), inactives show at the top dose activity change, negative = inhibition, usual class: inhibitors; actives 0.21% (n = 410,000); AID 624170, 2012; note: potency is the fitted concentration of half-maximal effect; % is set by controls: 0 for no effect and ±100 for the full control effect
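hKGA in 45 mM KH2PO4 (pH 8.2), 0.02% Tween-20 with compound, then 1mM L-Glutamine (stock as added) plus glutamate oxidase/HRP/Amplex red coupling mix. Fluorescence read initially and after 30 min at RT; signal change reflects glutamate formation.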
The depositor's hits bear a star; i = inactive; ? = inconclusive; / = no result given; & = joins results of further samples; [ ] = dose if it differs, or a comment. Unless noted, calls come from the whole dose curve; as a rule, active = well fitted curve in the direction sought with a large enough effect; inconclusive = small, poorly fitted or top-dose-only effect, or another doubt; inactive = no such curve, though single readings can be large; an effect the other way counts as inactive or inconclusive.

Results follow in this order: IDH1 R132H inh, Pin1 inh, HP1b binding inh, PGK inhibitor, TrxR1 inh, PI4K2A inh, TrxR1 substrate, USP1-UAF1 inh, GLS inh
> CCOC(=O)c1sc(-c2ccc(F)cc2)cc1N
  6.3%, -11.6%, 35.5%[activator], -8.8%, 12.2%, -1.1, 10.6%, -11.6%, -1.6%
> COc1cccc(C(c2c(NC(=O)c3ccccc3)sc(C)c2C)N2CCN(C)CC2)c1 (centres undefined)
  -2.4%, -7.7%, -32.9%, 1.3%, 2.8%, 4.1, -2.9%, -2.0%, 6.0%
> CC(=O)c1cccc(NC(=O)Cn2nc(C)n3cccc3c2=O)c1
  13.2%, 1.9%, 29.6%, 5.5%, 29.3%, 3.4, 2.3%, ?, -10.9%
> COc1cccc(CCNC(=O)CC2C(=O)NCCN2Cc2ccc(Cl)c(F)c2)c1 (centres undefined)
  5.5%, 3.2%, 26.3%, -3.1%, -18.2%, -10.2, 7.2%, -23.6%, -1.3%
> Cc1nn(-c2ccccc2)c(Cl)c1/C=C/C(=O)c1ccccc1
  4.1%, 15.6%, 65.1%, -13.4%, 8.1%[11.4 µM], 10.9, -22.5%[11.4 µM], -20.7%, -13.6%
> CCOc1ccc(C2C(C(=O)c3ccco3)=C(O)C(=O)N2Cc2cccnc2)cc1 (centres undefined)
  13.3%, 0.3%, 23.7%, -0.2%, 3.9%[57.1 µM], 1.4, 3.1%[57.1 µM], -13.7%, 21.9%
> CCOC(=O)CNc1nc(C#N)nc(N2CCOCC2)n1
  2.6%, -4.1%&-11.0%, 29.4%, -1.2%, -14.6%, 22.3, -5.4%&5.5%, -23.8%, -0.5%
> N#Cc1nc(-c2ccc(OCc3ccccc3)cc2)oc1NCc1cccnc1
  6.4%, -3.8%, -18.1%, i, -9.9%, 3.4, 0.5%, -15.6%, -4.3%
> CCOC(=O)N1CCC(N2C(=O)c3ccc(C(=O)O)cc3C2=O)CC1
  6.7%, 2.5%, 38.2%, -5.8%, 18.4%, -0.9, 10.6%[57.1 µM], -12.2%, -14.1%
> O=C(Nc1cccc(NC(=O)c2cccs2)c1)c1ccc2c(c1)OCCO2
  16.7%, 2.2%, -0.9%, -7.1%, 17.3%, 0.5, -0.9%, ?, -6.0%
> CN(C)c1ccccc1C(=O)N1CCCC(C(=O)c2ccc3ccccc3c2)C1 (centres undefined)
  5.4%, 1.8%, -3.5%, -0.8%, 35.4%[activator][57.1 µM], 4.6, 4.7%[57.1 µM], -16.9%, -1.4%
> CCCC(=O)N(CCN(Cc1ccccc1)C(=O)CCC)Cc1ccccc1
  6.4%, -0.8%, 59.9%[activator], -1.0%, 8.9%, -3.0, -10.5%[57.1 µM], -26.6%, 2.2%
> Cc1ccc2nc3c(c(Nc4cccc(O)c4)c2c1)CCC3
  -5.5%, -3.9%, -0.5%, -2.3%, 23.9%, -2.3, 6.4%, -28.1%, 9.1%
> O=C(Nc1ncccc1O)c1cccc(S(=O)(=O)N2CCCC2)c1
  -2.2%, -2.9%, 10.2%, -2.0%, 2.4%, 3.4, -7.9%, -15.8%, 25.5%
> CC1=C(C(=O)OCC(C)C)C(c2ccsc2)C2=C(CCCC2=O)N1 (centres undefined)
  1.9%, -5.7%, 61.7%[activator], -1.4%, 3.2%, -2.7, 10.4%, -21.4%, -1.0%
> Cc1nnc(-c2cccc(Br)c2)c2cn(-c3ccccc3)nc12
  5.1%, 22.2%, 5.1%, -3.8%, 11.8%, -9.2, 1.9%, -16.5%, -4.3%
> Cc1ccc(-c2c(C(=O)N/N=C/c3ccc(OC(C)C)cc3)nnn2-c2nonc2N)cc1
  6.7%, 3.5%, 2.0%[57 µM], 4.5%, 37.3%[activator], -5.3, 9.5%, -7.8%, 2.2%
> O=[N+]([O-])c1cc(-c2nc(-c3ccccc3)no2)ccc1N1CCN(c2ccccc2)CC1
  -9.2%, 1.8%, 28.5%, 3.4%, 8.8%, -1.3, -4.4%, -23.1%, -4.5%
> O=C1C(=O)N(Cc2ccco2)C(c2cccs2)/C1=C(\O)c1cccc([N+](=O)[O-])c1 (centres undefined)
  -2.3%, 0.9%, 32.4%, i, -16.2%, -1.6, -13.2%, -21.4%, 26.4%
> COc1cccc(CN(C)C(=O)C(CCSC)NS(=O)(=O)c2ccc3c(c2)OCCO3)c1OC (centres undefined)
  -4.5%, -3.3%, 7.2%, -1.6%, 23.2%[57.1 µM], 0.2, 3.8%[57.1 µM], -18.5%, -6.5%
> S=c1[nH]c(=S)c2[nH]cnc2[nH]1
  /, ?, 46.5%[activator][57 µM], /, ?, /, -4.3%, /, /
> COC(=O)c1sc2cccc(F)c2c1S(=O)(=O)N1CCN(c2ccc(C)cc2C)CC1
  -8.7%, -4.0%, -8.0%, -5.4%, 16.4%[57.1 µM], -0.1, -1.5%[57.1 µM], -29.1%, 5.2%
> O=C(COC(=O)CN1C(=O)c2ccccc2C1=O)Nc1ccc(S(=O)(=O)N2CCCC2)cc1
  -1.1%, -1.7%, 18.0%, -2.4%, -2.0%, 1.3, -11.3%, -8.8%, -24.7%
> COC(=O)c1ccc(N2CCOCC2)c(NC(=O)c2cc3ccccc3o2)c1
  -1.1%, 36.7%[activator], 16.9%[57 µM], -0.4%, 4.4%, -21.5, -3.0%, -22.0%, 6.8%
> Cc1csc2nc(O)c(C(=O)NCc3ccc4c(c3)OCO4)c(=O)n12
  -7.6%, ?, 18.9%, -4.2%, 22.8%, -1.3, -6.8%[57.1 µM], -4.7%, 0.0%
> CCc1cccc2c(C(=O)CN3C(=O)NC(C)(c4cccc5ccccc45)C3=O)c[nH]c12 (centres undefined)
  -1.8%, 54.7%[activator], 5.5%, -0.7%, 13.1%[57.1 µM], 2.3, -1.6%[57.1 µM], -24.0%, -7.9%
> CCCCOC(=O)Nc1ccccc1C(N)=O
  4.4%, -4.8%, 16.2%, -3.5%, -2.0%, 53.2, -3.6%, 1.6%, -15.7%
> C#CCOCCOCCOCCNc1nc(N2CCN(C(=O)CCCCCCCCCCNC(=O)[C@H]([C@@H](C)CC)n3cc(CCCCCN)nn3)CC2)nc(N2CCN(C(=O)CCCCCCCCCCNC(=O)[C@@H]([C@H](C)O)n3cc(C)nn3)CC2)n1
  13.5%, ?, ?, 11.5%, 2.5%, 1.3, -1.1%, -21.8%, ?
> CCCN(CC(=O)Nc1cc(Cl)cc(Cl)c1)CC(=O)Nc1ccc(F)c(F)c1F
  5.3%, 4.4%, 55.0%[activator], 9.7%, 13.3%, -2.5, 2.3%, -17.7%, 1.5%
> Cn1c(=O)[nH]c(=O)c2c1nc(SCC(=O)O)n2Cc1ccccc1
  7.8%, -1.6%, ?, i, 1.2%, -4.8, -3.2%, -19.2%, -13.2%
> COc1ccc(NC(=O)CN(C)C(=O)C(C)N2C(=O)c3ccccc3C2=O)cc1 (centres undefined)
  -3.0%, 0.0%, 26.3%, 1.9%, 7.4%, 1.7, 2.0%, -15.2%, 2.4%
> CN(C)S(=O)(=O)c1ccc(C(=O)NCc2ccc3[nH]c4c(c3c2)CCCC4)cc1
  7.3%, 1.2%, -9.6%, -7.1%, 11.2%[57.1 µM], -1.1, 6.8%[57.1 µM], -9.6%, 5.9%
> O=C(NCCc1ccc(F)cc1)c1ccc(S(=O)(=O)N2CCCCC2)cc1
  5.1%, -2.5%, 51.3%[activator], 2.9%, 11.9%, -3.1, 2.4%, -19.5%, 3.2%
> CCOCCCNC(=O)c1ccc(NC(=O)C2CCCO2)cc1 (centres undefined)
  18.8%, 2.2%, 34.3%[activator], -0.3%, 18.5%, -3.6, 3.4%, -20.8%, -9.6%
> CS(=O)(=O)N1N=C(c2cccs2)CC1c1ccco1 (centres undefined)
  0.0%, 16.6%, 16.3%, -8.4%, -70.4%, 1.4, 6.4%[57.1 µM], -5.3%, 6.6%
> NC(=O)NC(Cc1ccccc1)C(=O)Nc1ccc(S(N)(=O)=O)cc1 (centres undefined)
  0.9%, 0.1%, 54.1%[activator], 2.5%, 3.2%, 5.8, 8.6%[57.1 µM], -13.9%, 4.7%

Only part of the results is shown (hit frequency here may not be typical).
